EBI2 block = EBI2 (human) antagonism | EBI2 beta-arrestin recruitment, luminescence, 7a,25-OHC stimulated | 0.81% of 360,000 active | inhibition, % at 5 µM | AID 651636; in the data active means inhibition above about 38%;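 further: enzyme fragment complementation signal reports receptor beta-arrestin coupling in cells; 0% = agonist plus DMSO wells and 100% = wells without agonist; some results beyond the cut were filed as inactive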
Target sequence (P32249 whole entry, looked up, the tested form may be a part): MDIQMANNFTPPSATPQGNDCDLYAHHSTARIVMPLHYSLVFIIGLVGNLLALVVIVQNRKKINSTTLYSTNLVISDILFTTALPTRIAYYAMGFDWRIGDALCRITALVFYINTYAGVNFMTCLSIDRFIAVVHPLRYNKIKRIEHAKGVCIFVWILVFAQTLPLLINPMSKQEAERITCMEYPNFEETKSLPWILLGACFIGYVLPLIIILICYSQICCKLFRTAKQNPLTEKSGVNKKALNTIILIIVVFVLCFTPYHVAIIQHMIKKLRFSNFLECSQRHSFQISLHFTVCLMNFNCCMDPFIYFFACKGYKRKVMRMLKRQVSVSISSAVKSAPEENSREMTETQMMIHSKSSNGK
APJ antagonist = blocks the human apelin receptor APJ. inhibition, % at 20 µM. AID 2521. P35414. 0.32% of 330,000 active. CHO-K1 APJ beta-arrestin complementation, luminescence;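 active means inhibition above about 40% at 20 µM, limit read from the data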;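 further: cells challenged with 10 nM apelin-13 agonist together with compound; plate controls were apelin-13 plus DMSO wells for no effect and DMSO wells lacking apelin-13 for full effect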
UBC13 inh = blocks human UBC13 polyubiquitin chain formation. inhibition, % at 20 µM. P61088. 0.47% of 330,000 active. TR-FRET. AID 485273; in the data active means inhibition above about 45%, passing the limit was not always enough
CXCR6 inh = CXCR6 (human) receptor inhibition | CHO-K1 PathHunter CXCR6 beta-arrestin, luminescence | inhibition, % at 20 µM | 0.36% of 360,000 active | AID 602244; in the data active means inhibition above about 34%, passing the limit was not always enough;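 further: antagonist mode with CXCL16 agonist at 10 nM final; 0% = 10 nM CXCL16 with DMSO and 100% = unstimulated wells without agonist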
Target sequence (O00574 whole entry, looked up): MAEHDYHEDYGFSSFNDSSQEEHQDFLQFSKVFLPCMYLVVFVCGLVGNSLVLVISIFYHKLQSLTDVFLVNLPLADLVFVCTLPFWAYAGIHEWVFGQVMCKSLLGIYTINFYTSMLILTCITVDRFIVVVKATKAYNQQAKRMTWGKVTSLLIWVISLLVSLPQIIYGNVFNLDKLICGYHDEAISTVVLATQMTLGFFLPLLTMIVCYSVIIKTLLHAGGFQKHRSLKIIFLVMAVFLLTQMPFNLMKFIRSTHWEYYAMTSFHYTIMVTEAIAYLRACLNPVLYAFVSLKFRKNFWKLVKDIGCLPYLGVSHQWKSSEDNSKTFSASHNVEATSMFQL
Jurkat NFkB inh = lowers PMA/ionomycin-induced NF-kB signal in Jurkat cells. PMA/ionomycin-induced NF-kB luciferase reporter, luminescence. inhibition, % at 4 µM. 0.53% of 330,000 active. AID 435003; in the data active means inhibition above about 50%
CCR6 antagonist = CCR6 (human) receptor antagonism | P51684 | CHO-K1 CCR6 PathHunter beta-arrestin, luminescence, CCL20-stimulated | inhibition, % at 20 µM | 0.49% of 340,000 active;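 active means compounds whose inhibition of the agonist-driven luminescence signal at 20 µM reaches about 50%, limit read from the data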;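 further: cells stimulated with CCL20 at 14 nM final; plate controls were DMSO with CCL20 for no effect and DMSO without agonist for full effect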
Target sequence (P51684 whole entry, looked up): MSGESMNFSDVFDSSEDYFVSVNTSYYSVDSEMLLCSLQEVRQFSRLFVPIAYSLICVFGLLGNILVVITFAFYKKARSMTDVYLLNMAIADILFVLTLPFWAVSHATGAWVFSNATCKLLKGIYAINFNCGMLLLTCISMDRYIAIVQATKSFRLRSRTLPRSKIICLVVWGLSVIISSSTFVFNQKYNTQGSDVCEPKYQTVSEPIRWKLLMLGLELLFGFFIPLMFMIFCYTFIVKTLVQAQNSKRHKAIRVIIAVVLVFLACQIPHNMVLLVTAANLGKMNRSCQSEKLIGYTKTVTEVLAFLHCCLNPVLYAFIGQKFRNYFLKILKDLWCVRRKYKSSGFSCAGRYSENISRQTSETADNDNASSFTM
Gli-Sufu block = Gli-Sufu pathway antagonism | Sufu-KO-LIGHT fibroblasts, Gli luciferase reporter luminescence | inhibition, % at 5 µM | AID 588413 | 0.74% of 340,000 active;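 active means inhibition above about 55%, limit read from the data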;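 further: 0% = DMSO-treated cells and 100% = wells with medium but no cells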
697 NFkB inh = inhibitors of the PMA/ionomycin-induced NF-kB reporter in 697 B cells. 697 B-cell NF-kB luciferase reporter, 16 h. inhibition, % at 4 µM. 0.33% of 330,000 active; in the data active means inhibition above about 35%
The depositor's hits bear a star; . = no result given.

SMILES	EBI2 block	APJ antagonist	UBC13 inh	CXCR6 inh	Jurkat NFkB inh	CCR6 antagonist	Gli-Sufu block	697 NFkB inh
O=C(Nc1ccccc1Cl)c1cc2ccccc2o/c1=N\O	-17	-21	-8	-14	-123	-16	-89	-78
O=C(NCCc1ccccc1)C1CCN(C(=O)c2sccc2-n2cccc2)CC1	-1	9	0	-5	6	7	-5	14
CCN(CC)S(=O)(=O)c1ccc(-c2nnc(SCC(=O)Nc3cc(OC)cc(OC)c3)o2)cc1	10	18	5	3	5	7	4	11
CCCCC(=O)Nc1c2c(nn1-c1cccc(C)c1C)CS(=O)(=O)C2	7	-4	0	6	-11	6	.	-8
Cc1ccc(-n2[nH]c(C)c(C=Nc3ccc(S(=O)(=O)Nc4nccs4)cc3)c2=O)cc1	.	-2	-24	.	12	.	.	-4
Cc1coc2cc3oc(=O)c(CC(=O)N4C[C@H]5C[C@@H](C4)c4cccc(=O)n4C5)c(C)c3cc12	1	-3	5	0	14	-16	5	13
CCCCCn1c(=O)[nH]c2cc(C(=O)NCCN3CCC(C)CC3)ccc2c1=O	4	11	16	-7	2	18	26	12
O=C(CSc1nnc2c(n1)[nH]c1ccccc12)Nc1ccc2c(c1)OCO2	2	-5	-2	4	1	-1	-3	7
CCn1c(O)c(N=NC(=O)C2C(=O)NCC2c2ccccc2)c2ccccc21 (stereo unspecified)	3	2	-7	1	-20	-1	14	9
C/C(=N\OCC(=O)Nn1c(=O)[nH]c2ccccc2c1=O)c1cccs1	-7	6	11	-1	2	1	-8	-3
CC12CCC(C(=O)Nc3nc4ccc(Br)cc4s3)(OC1=O)C2(C)C (stereo unspecified)	7	7	1	-2	-9	-7	-44	-68
Cc1c(C(=O)c2ccccc2)oc2ccc3ccccc3c12	-8	12	20	-9	-127	-1	-18	-147
Cc1csc(SCC(=O)Nc2nc(-c3ccccc3)cs2)n1	-6	-19	1	-9	-29	8	-13	-27
CCC1(C(=O)c2ccccc2)C(c2cccc([N+](=O)[O-])c2)C1(C(=O)OC)C(=O)OC (stereo unspecified)	8	0	10	0	6	21	10	4
C=CCOCC(O)Cn1c(N2CCCC2)nc2c1c(=O)[nH]c(=O)n2C (stereo unspecified)	-1	10	0	-2	7	16	-10	-5
COc1ccc2nc(SC(C)C(=O)NC3CCCCC3)[nH]c2c1 (stereo unspecified)	-5	16	1	0	-14	12	1	16
Cc1ccc(C#N)c(SCCN2CCCCC2)n1	3	15	11	3	16	3	11	6
O=C(COC(=O)c1ccc(O)cc1O)Nc1cc(-c2ccccc2)nn1-c1ccccc1	34	4	3	-14	-16	4	5	-24
O=c1nc(-c2ccccc2)c(-c2ccccc2)n[nH]1	-5	.	.	0	.	1	1	.
COc1ccccc1NC(=O)c1cc(C)oc1C	-1	12	-6	9	-16	4	-14	-2
CCC(C)(O)c1[nH]c2ccc(C(F)(F)F)cc2c1C (stereo unspecified)	-33	-5	6	-6	3	15	-7	-12
CCOc1ccc(C(=O)Nc2c3c(nn2-c2ccc(C)cc2)CS(=O)C3)cc1OCC (stereo unspecified)	0	8	-12	6	3	6	28	12
O=C(C1=C[C@H](C2CCCCC2)C[C@H](OCc2ccc(CO)cc2)O1)N1CCN(Cc2ccc3c(c2)OCO3)CC1	29	1	22	4	4	26	-5	14
O=C(NCCN1CCN(C(=O)c2cccc([N+](=O)[O-])c2)CC1)C(=O)NCc1ccc(Cl)cc1	-11	-23	6	2	4	0	9	14
Cc1ccc(NC(=S)N2CCC(NC(=O)c3ccc(F)cc3)CC2)cc1C	-5	0	-1	5	-13	12	-13	4

5 of the entries above in order of their number in Jurkat NFkB inh, largest number first:
Structure | EBI2 block | APJ antagonist | UBC13 inh | CXCR6 inh | Jurkat NFkB inh | CCR6 antagonist | 697 NFkB inh
CCN(CC)S(=O)(=O)c1ccc(-c2nnc(SCC(=O)Nc3cc(OC)cc(OC)c3)o2)cc1 | 10 | 18 | 5 | 3 | 5 | 7 | 11
O=C(C1=C[C@H](C2CCCCC2)C[C@H](OCc2ccc(CO)cc2)O1)N1CCN(Cc2ccc3c(c2)OCO3)CC1 | 29 | 1 | 22 | 4 | 4 | 26 | 14
C/C(=N\OCC(=O)Nn1c(=O)[nH]c2ccccc2c1=O)c1cccs1 | -7 | 6 | 11 | -1 | 2 | 1 | -3
COc1ccccc1NC(=O)c1cc(C)oc1C | -1 | 12 | -6 | 9 | -16 | 4 | -2
O=C(Nc1ccccc1Cl)c1cc2ccccc2o/c1=N\O | -17 | -21 | -8 | -14 | -123 | -16 | -78

Other structures.
SMILES	EBI2 block	APJ antagonist	UBC13 inh	CXCR6 inh	Jurkat NFkB inh	CCR6 antagonist	Gli-Sufu block	697 NFkB inh
CC1CC(C)CN(CCCNC(=O)c2csc3c2CCCCC3)C1 (stereo unspecified)	-6	24	5	13	18	7	24	-2
CCc1nc2ccccc2c(NC(=O)CN2CC(C)CC(C)C2)c1C (stereo unspecified)	12	2	-4	-5	-3	16	17	-5
COC(=O)CCC(NS(=O)(=O)OCC(Cl)(Cl)Cl)c1ccccc1 (stereo unspecified)	-3	10	-3	-1	0	1	-2	2
Cn1nnnc1SCc1ccc(F)cc1	-1	-6	-10	6	-8	0	-2	-3
COc1ccc(C(=O)CN(C(=O)c2ccc(Cl)cc2)N2C(=O)C3CCCCC3C2=O)cc1 (stereo unspecified)	-14	-4	-8	8	-1	20	0	11
COCCNC(=O)c1cnn2c(C(F)(F)F)cc(-c3ccc4c(c3)OCO4)nc12	10	15	17	-3	-7	14	7	15
COc1ccc(C(=O)NC(=S)NCc2ccccc2)cc1OC	0	1	-9	4	-4	19	-13	-25
COc1ccc([C@@H]2[C@@H]3C(=O)N(C(C)(C)C)C(=O)[C@@H]3[C@]3(CC(C)C)C(=O)N(c4cccc(Br)c4)C(=O)N23)cc1	-3	7	-11	2	1	4	4	-18
COc1ccc(-c2oc3cc(OC(C)=O)cc(OC(C)=O)c3c(=O)c2OC)cc1	5	.	.	-5	.	-4	2	.
NS(=O)(=O)c1ccc(NC(=O)CN2CCCc3ccccc32)cc1	-10	0	0	0	-4	-3	2	8
COc1ccc(C2/C=C\CN(S(=O)(=O)/C=C/c3ccccc3)[C@H](Cc3ccccc3)C(=O)N2Cc2ccc(F)cc2)cc1 (stereo partly specified)	.	10	-10	.	24	-3	-1	15
Cc1cc(Oc2ccc(N)cn2)cc(C)c1Cl	9	-4	3	2	-4	8	7	3
CCCc1cc(=O)oc2cc(OCC(=O)NCCc3c[nH]c4ccccc34)ccc12	16	4	12	1	9	16	-2	-7
COc1ccc(C2CC(=O)c3cnc(N)nc3C2)c(OC)c1 (stereo unspecified)	-15	.	.	4	.	9	-28	.
O=C(Nc1ccc(S(=O)(=O)N2CCOCC2)cc1)c1cc(S(=O)(=O)N2CCOCC2)ccc1Cl	2	-19	0	4	8	13	13	-17
CC(C)(C)NC(=O)C(c1ccccc1)N(C(=O)c1csnn1)C1CC1 (stereo unspecified)	-4	-3	-6	9	-11	8	-8	-1
CCOc1ccc2c(c1)C(C)=CC(C)(C)N2S(=O)(=O)c1ccc(C)cc1	2	-6	1	2	33	29	67*	-53
COC(=O)c1cc(OC)c(OC)cc1NC(=O)c1c(-c2ccccc2Cl)noc1C	10	-10	18	13	3	9	17	2
O=C1CC(c2ccc3c(c2)OCO3)c2cc3c(cc2N1)OCCO3 (stereo unspecified)	-10	1	10	-12	15	-9	-7	-7
COC(=O)C1=C(CSc2nc3ccccc3o2)NC(=O)NC1c1cc(C)ccc1C (stereo unspecified)	-4	2	-5	-6	-3	10	12	-9
CC(C)(C)C(=O)NC1(C(F)(F)F)N=C2SCCN2C1=O (stereo unspecified)	-4	13	7	-6	8	3	0	-15
COc1ccc2c(c1)CC[C@@H]1[C@@H]2CC[C@]2(C)[C@@H](C(C)=O)C[C@@H]12	18	-6	15	-6	4	10	-13	-50
O=C(CC(=O)Nc1ccc(F)cc1)Nc1ccc(F)cc1	2	-22	1	-1	-16	0	12	-15
Cc1nnc(NC(=O)c2cc(S(=O)(=O)N3CCCCC3)ccc2Cl)s1	1	-7	5	2	8	2	-1	1
CC1CCCCC12NC(=O)N(CC(=O)Nc1ccc3[nH]c(=O)[nH]c3c1)C2=O (stereo unspecified)	-7	-3	0	6	9	0	-4	6

Continued, starting with the last two of the part before.
SMILES	EBI2 block	APJ antagonist	UBC13 inh	CXCR6 inh	Jurkat NFkB inh	CCR6 antagonist	Gli-Sufu block	697 NFkB inh
Cc1nnc(NC(=O)c2cc(S(=O)(=O)N3CCCCC3)ccc2Cl)s1	1	-7	5	2	8	2	-1	1
CC1CCCCC12NC(=O)N(CC(=O)Nc1ccc3[nH]c(=O)[nH]c3c1)C2=O (stereo unspecified)	-7	-3	0	6	9	0	-4	6
Cc1cc(=O)oc2cc3c(cc12)OCCO3	-1	-12	9	-3	8	-2	-6	7
C=Cc1ccc(Cn2c(=O)n(CCCOC)c(=O)c3sccc32)cc1	-3	-7	12	1	-3	10	6	-20
CCSc1nnc(NC(=O)c2ccco2)s1	-5	5	-13	-4	9	-5	-16	-32
COc1ccc(C(=O)C[n+]2cccc3cc(OC)ccc32)cc1	-3	11	2	2	18	-7	40	-22
OCC1OC(O)CC(O)C1O (stereo unspecified)	-5	.	.	4	.	1	3	.
CCc1ccc(C(=O)Nc2cc3c(cc2Cl)OCCCO3)cc1	3	-8	4	32	-101	14	6	-145
CN1N=C(c2ccc(Cl)cc2)CC(c2ccc(Cl)cc2)C1=O (stereo unspecified)	41	-2	-2	-3	-9	17	1	2
O=S1(=O)CC(NCc2ccccc2)C(Nc2ccc(Cl)cc2)C1 (stereo unspecified)	3	-7	5	-3	1	6	16	3
CCNC(=O)CCS(=O)(=O)c1ccc2ccccc2c1	5	14	5	6	0	-7	-2	-6
O=C(c1ccc(Cl)cc1)c1ccc(CN2C(=O)c3ccccc3C2=O)o1	12	18	12	15	4	35	-2	10
COc1cc([C@@H]2c3cc4c(cc3[C@@H](O)[C@H]3COC(=O)[C@H]23)OCO4)cc(OC)c1O[Si](C)(C)C(C)(C)C	19	-63	-24	-2	9	2	0	-1
COc1ccc(/C=N/Nc2nnc(Cc3ccc(OC)c(OC)c3)c(=O)[nH]2)cc1OC	11	4	-7	14	14	-5	-14	10
Cc1occc1C(=O)Nc1ccc([N+](=O)[O-])cc1Br	-10	2	-11	-2	11	-1	12	14
COc1cc(OC)cc(C(=O)Nc2ccccc2S(=O)(=O)N2CCCC2OC(C)=O)c1 (stereo unspecified)	8	6	0	-5	9	19	-1	15
CCC(=O)Nc1cccc(C(=O)/C=C/c2ccc(F)cc2)c1	-25	16	4	8	-7	26	-22	-20
COc1ccc(NC2=CC(c3cccc(OC)c3)N(c3ccc(OC)cc3)C2=O)cc1 (stereo unspecified)	6	-8	-13	8	-4	5	-1	-8
Cn1ncc(Cl)c1C(=O)N1CCC(Cc2ccccc2)CC1	0	5	-2	-1	8	-3	3	-9
CC(C)c1ccc(NC(=O)c2cnn(-c3ccccc3)c2NC(=O)c2ccco2)cc1	-3	0	-28	3	-7	-11	3	-22
Nc1[nH]c(=O)nc(Nc2ccccc2)c1N=O	-5	17	-33	3	12	16	3	5
CC(C)CCCN1C(Nc2ccccc2)=NC[C@@H]1C	-5	2	-1	-2	10	6	4	10
CCOc1ccc(C(=O)C(C)OC(=O)CN2C(=O)NC(C)(C)C2=O)cc1 (stereo unspecified)	-8	19	-3	-7	2	4	-4	12
O=C(Nc1nnc(CCN2CCOCC2)s1)C1CCCCC1	-8	-8	-4	3	-1	-3	0	7
CCCC(=O)Nc1nc(C)c(-c2csc(Nc3ccccc3C)n2)s1	-18	14	-14	1	-13	10	-3	10
COc1ccc(NC(=O)c2cc3n(n2)C(C(F)(F)F)CC(c2ccc4c(c2)OCO4)N3)cc1OC (stereo unspecified)	-2	5	21	1	4	-13	-4	12
O=C(NCN1CCN(CCO)CC1)c1cnccn1	-10	-3	-15	4	-10	-5	8	15
CCC1Oc2ccccc2N(CC(=O)NC2CC2)C1=O (stereo unspecified)	1	-9	4	-4	-12	12	-11	1
O=C(COC(=O)Cc1c[nH]c2ccccc12)Nc1cccc2ccccc12	-10	-18	-5	-3	-9	-9	2	-19
CCN1c2ccc(S(=O)(=O)N3CCOCC3)cc2N(Cc2ccc(OC)cc2)C1C (stereo unspecified)	0	6	10	-6	-7	12	-2	13
COc1cccc(Nc2nc3ccccc3n3cnnc23)c1	-5	-6	11	-3	-2	1	-21	0
CC1CC(C)CN(C(=O)CSc2nnc(-c3ccc(Cl)cc3)o2)C1 (stereo unspecified)	-2	-57	3	3	-7	8	5	8

From PubChem
